Source: PubChem
GlmU inhibition – inhibition of mycobacterial GlmU enzyme – biochemical, glucosamine-1-phosphate acetyltransferase (AID 1376); M. tuberculosis GlmU acetyltransferase enzyme assay; higher % means a stronger effect; one-dose inhibition, %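 (tested at 30 µM in the primary screen)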; IC50 in µM for titrated hits; hit rate 0.25% among 220,000; in the data active = inhibition above about 13%;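 also: 0% = complete reaction with vehicle and 100% = reaction without substrate; strong numbers were not always called active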
Mtb RmlCD inh – blocks M. tuberculosis RmlC and RmlD coupled enzymes. P9WH09+P9WH11. RmlC+RmlD coupled enzyme assay, percent inhibition; primary screen in compound mixtures. inhibition, % at 3.6 µM. hit rate 0.03% among 160,000. AID 1533; in the data active = inhibition mostly above about 34%, no sharp cut-off; also: some results filed as inactive read as strong as hits
Target sequence (P9WH09 whole entry, looked up): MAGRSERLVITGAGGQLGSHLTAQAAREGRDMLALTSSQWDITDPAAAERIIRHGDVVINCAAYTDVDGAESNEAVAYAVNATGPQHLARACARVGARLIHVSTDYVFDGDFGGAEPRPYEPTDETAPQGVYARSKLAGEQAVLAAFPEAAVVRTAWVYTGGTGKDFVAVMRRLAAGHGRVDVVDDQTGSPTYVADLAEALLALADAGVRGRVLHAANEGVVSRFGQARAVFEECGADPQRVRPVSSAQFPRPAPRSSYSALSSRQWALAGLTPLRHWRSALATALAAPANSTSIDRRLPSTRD
Target sequence (P9WH11 whole entry, looked up): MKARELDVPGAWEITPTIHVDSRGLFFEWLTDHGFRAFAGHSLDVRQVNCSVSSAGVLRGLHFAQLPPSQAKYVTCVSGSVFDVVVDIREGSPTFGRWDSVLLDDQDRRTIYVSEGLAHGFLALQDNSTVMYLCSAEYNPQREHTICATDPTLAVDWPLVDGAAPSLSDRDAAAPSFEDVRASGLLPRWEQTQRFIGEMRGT
* marks the source's active call; other numbers are inactive results; . = no result given. This is a subset; the hit share may differ from the screen's.

SMILES	GlmU inhibition	Mtb RmlCD inh
Cc1nc2nc3c(cn2n1)C(=O)CCC3	.	0.2
O=C(NCc1cccs1)Nc1ccc2c(c1)OCO2	2.6%	.
CCOC(=O)CC(=O)CSc1nc2c(sc(=S)n2-c2ccccc2)c(=O)[nH]1	4.0%	.
Cc1nn(C(C)C(=O)Nc2ccc3c(c2)OCO3)c(C)c1[N+](=O)[O-] (stereo unspecified)	-4.9%	.
O=C(N/N=C/c1cccc([N+](=O)[O-])c1)C1CC(=O)N(c2ccc(Cl)cc2)C1 (stereo unspecified)	-5.0%	.
CCn1c(=O)cc(OCC(=O)NC(C)c2ccc3c(c2)OCCO3)c2ccccc21 (stereo unspecified)	-4.0%	6.2
O=C(O)CCCNS(=O)(=O)c1cccc2nsnc12	5.2%	-13.4
COc1ccc(-c2nc3ccccc3c(=O)o2)cc1	-1.9%	4.3
O=C(CCc1ccccc1)NC(NC(=S)Nc1ccc(Br)cc1)C(Cl)(Cl)Cl (stereo unspecified)	1.1%	8.7
CC(=O)N1CC[n+]2c(-c3ccc(Cl)cc3)csc21	3.7%	.
Cc1cc(C2=CC(C)(c3cc(C)oc3C)Nc3nc(C(F)(F)F)nn32)c(C)o1 (stereo unspecified)	1.1%	.
Cc1ccc(C(=O)NC(NCc2ccco2)C(Cl)(Cl)Cl)cc1 (stereo unspecified)	0.8%	-9.0
S=C(Nc1ccc(Cl)cc1Cl)Nn1cnnc1	6.2%	10.5
O=C(C[N+]1(CC#Cc2ccccc2)CCOCC1)c1ccc(Cl)cc1	0.6%	.
CCn1ccc(=N)cc1	-0.3%	5.1
COCCOC(=O)c1c(C)nc(SCC(=O)Nc2cccc3ccccc23)c(C#N)c1-c1ccco1	1.4%	-7.8
C=C1CCN([C@@H](CC(C)C)C(=O)NCc2ccc(OC)cc2)S(=O)(=O)c2ccccc21	-5.8%	.
COc1ccc(NC(=O)C(c2ccccc2)N2CCN(c3ccccn3)CC2)cc1Cl (stereo unspecified)	-6.6%	.
COC(=O)c1ccc(CSc2nc3ccccc3o2)cc1	-1.2%	-7.0
Cc1cccc(CN2CCCC(C(=O)c3ccc4c5c(cccc35)CC4)C2)n1 (stereo unspecified)	3.3%	.
Cc1ccc2c(c1)N(CC(=O)N1CCCc3ccccc31)C(=O)CO2	-4.8%	.
CN(C)c1cccc2c1c(NC(=O)c1ccc(Cl)cc1)nn2C	6.6%	-0.6
COc1cccc(C2c3c(-c4ccccc4)n[nH]c3C(=O)N2c2ccc(C(=O)O)cc2)c1 (stereo unspecified)	6.3%	-2.3
COc1ccc(CCN2C(=NC(C)=O)SC3CS(=O)(=O)CC32)cc1OC (stereo unspecified)	5.7%	-11.1
CC(=O)C1=C(O)C(=O)N(CCCO)C1c1ccccc1 (stereo unspecified)	1.4%	.
O=C(NCCN1CCN(Cc2ccccc2)CC1)C1c2ccccc2C(=O)N2CCc3ccccc3C12 (stereo unspecified)	2.3%	5.0
Cc1cccc(N2C(=O)/C(=C/c3ccc(N4CCN(C)CC4)o3)C(=O)NC2=S)c1C	-4.2%	-4.6
COC(=O)[C@@H](NC(=O)O[C@H]1C(=O)c2ccc(OC)cc2O[C@@H]1c1ccc2c(c1)OCO2)C(C)C	3.8%	.
CCOC(=O)C1CCN(C(=O)Nc2ccc(Cl)cc2)CC1	3.0%	10.5
O=C(O)c1ccc(-c2nc(-c3ccc(Cl)c(Cl)c3)cs2)cc1	2.0%	3.8
COc1ccc2c(C)c(C)c(=O)oc2c1OC	15.8%	-12.1
COCCSc1nnc(NC(=O)C2CC(=O)N(c3ccccc3)C2)s1 (stereo unspecified)	-2.2%	-44.4
CC1(C)CC(=O)C=C(NCc2ccncc2)C1	-1.8%	-2.1
COc1ccc(Br)cc1C(=O)NC(=S)Nc1cc(-c2nc3ccccc3[nH]2)ccc1C	0.2%	7.6
CCCC1=C(C(=O)OCC)C(c2ccco2)C(C#N)=C(N)O1 (stereo unspecified)	0.1%	3.5
COC(=O)[C@@]1(Cc2ccccc2)[C@@H]2C(=CC(=O)[C@H]2CC(=O)C(=O)N(C)C)CN1C(=O)c1ccccc1	2.0%	.
COc1ccc(C2(CNC(=O)/C=C\c3ccco3)CCCC2)cc1OC	-3.1%	2.6
Cc1cc(N(CN2CCCC2=O)C(=O)c2ccc(OC(C)C)cc2)no1	-1.4%	.
CCCc1ccc(C(=O)NC(=O)c2ccccc2O)cc1	2.7%	-3.8
CCN(CC)S(=O)(=O)c1cc(C)ccc1SC	2.0%	-13.2

Quoted from the entries so far for reference:
SMILES	GlmU inhibition	Mtb RmlCD inh
CCCc1ccc(C(=O)NC(=O)c2ccccc2O)cc1	2.7%	-3.8
CCN(CC)S(=O)(=O)c1cc(C)ccc1SC	2.0%	-13.2

More structures:
SMILES	GlmU inhibition	Mtb RmlCD inh
Nc1c(C(=O)NCc2ccco2)c2nc3ccccc3nc2n1CCc1ccccc1	2.6%	.
O=C(O)c1ncsc1-c1ccccc1	5.2%	-5.7
Cc1cc2oc(C(=O)Nc3ccc(S(=O)(=O)Nc4onc(C)c4C)cc3)cc(=O)c2cc1Cl	6.7%	-8.4
CCCCC1=NN(C(=O)c2ccncc2)C(O)(C(F)(F)F)C1 (stereo unspecified)	2.1%	-10.6
Cc1cc2cc(CNC(=O)Nc3cccc(Cl)c3)ccc2n1C	-3.2%	6.3
C=CCNC(=S)N(Cc1ccccc1)Cc1ccc(F)cc1	6.2%	10.7
CC(Sc1nnc(-c2cccs2)n1-c1ccccc1)C(=O)NCc1ccc2c(c1)OCO2 (stereo unspecified)	0.6%	7.6
CO[C@H]1C[C@@H]2CC[C@@H](C)[C@@](O)(O2)C(=O)C(=O)N2CCCC[C@H]2C(=O)O[C@H]([C@H](C)C[C@@H]2CC[C@@H](O)[C@H](OC)C2)CC(=O)[C@H](C)C=C(C)[C@@H](O)[C@@H](OC)C(=O)[C@H](C)C[C@H](C)C=CC=CC=C1C	-1.9%	.
CC(C)c1cc(C(=O)N2CCCC(CCC(=O)NCc3ccccc3F)C2)n(C)n1 (stereo unspecified)	-2.2%	-4.0
Oc1c(Br)cc(Br)cc1/C=N/c1nc2c(s1)CCCC2	6.4%	-3.9
COC(=O)C1=C(c2cccc(OC)c2OC)C[C@@H]2CC[C@H]1N2C(=O)N1CCCC1	-4.6%	.
Cc1ccc(OCCn2c(=O)cnc3ccccc32)cc1	9.7%	.
CC(=O)NNc1ccc(C(F)(F)F)cc1[N+](=O)[O-]	5.7%	.
Cn1c(C(=O)NCCC2=CCCCC2)cc2c(=O)n3ccccc3nc21	-0.3%	-10.7
CCOC1CC(C)(C)NC(=S)N1 (stereo unspecified)	1.8%	0.5
Cc1noc(C)c1S(=O)(=O)N1CCCC(C(=O)Nc2ccc(Cl)cn2)C1 (stereo unspecified)	1.8%	6.6
CCN(CC)S(=O)(=O)c1ccc2[nH]c(=O)[nH]c2c1	-3.6%	.
CCOC(=O)CNC(=O)C(CC(N)=O)NC(=O)OC(C)(C)C (stereo unspecified)	4.3%	50.5
COc1ccc(C(NC(C)=O)c2ccc3cccnc3c2O)c(OC)c1 (stereo unspecified)	9.3%	.
CC(C)[C@H](NC(=O)c1ccco1)C(=O)OCC(=O)Nc1cccc(F)c1	0.7%	5.8

14 structures already listed, arranged by heavy-atom count, ascending.
SMILES	GlmU inhibition	Mtb RmlCD inh
CCOC1CC(C)(C)NC(=S)N1 (stereo unspecified)	1.8%	0.5
O=C(O)c1ncsc1-c1ccccc1	5.2%	-5.7
CCN(CC)S(=O)(=O)c1ccc2[nH]c(=O)[nH]c2c1	-3.6%	.
Oc1c(Br)cc(Br)cc1/C=N/c1nc2c(s1)CCCC2	6.4%	-3.9
Cc1ccc(OCCn2c(=O)cnc3ccccc32)cc1	9.7%	.
CCCCC1=NN(C(=O)c2ccncc2)C(O)(C(F)(F)F)C1 (stereo unspecified)	2.1%	-10.6
Cc1cc2cc(CNC(=O)Nc3cccc(Cl)c3)ccc2n1C	-3.2%	6.3
COc1ccc(C(NC(C)=O)c2ccc3cccnc3c2O)c(OC)c1 (stereo unspecified)	9.3%	.
COC(=O)C1=C(c2cccc(OC)c2OC)C[C@@H]2CC[C@H]1N2C(=O)N1CCCC1	-4.6%	.
CC(C)c1cc(C(=O)N2CCCC(CCC(=O)NCc3ccccc3F)C2)n(C)n1 (stereo unspecified)	-2.2%	-4.0
Nc1c(C(=O)NCc2ccco2)c2nc3ccccc3nc2n1CCc1ccccc1	2.6%	.
CC(Sc1nnc(-c2cccs2)n1-c1ccccc1)C(=O)NCc1ccc2c(c1)OCO2 (stereo unspecified)	0.6%	7.6
Cc1cc2oc(C(=O)Nc3ccc(S(=O)(=O)Nc4onc(C)c4C)cc3)cc(=O)c2cc1Cl	6.7%	-8.4
CO[C@H]1C[C@@H]2CC[C@@H](C)[C@@](O)(O2)C(=O)C(=O)N2CCCC[C@H]2C(=O)O[C@H]([C@H](C)C[C@@H]2CC[C@@H](O)[C@H](OC)C2)CC(=O)[C@H](C)C=C(C)[C@@H](O)[C@@H](OC)C(=O)[C@H](C)C[C@H](C)C=CC=CC=C1C	-1.9%	.

Next part
SMILES	GlmU inhibition	Mtb RmlCD inh
COCCN(C(=O)CNC(=O)c1cccs1)C(C(=O)NC1CCCCC1)c1ccco1 (stereo unspecified)	-2.9%	-0.7
S=C(NCCc1ccccc1)N1CCN(Cc2ccc(Cl)c(Cl)c2)CC1	-7.8%	-14.8
O=C(OCc1nc2scc(-c3ccccc3)c2c(=O)[nH]1)c1cc(Cl)ccc1[N+](=O)[O-]	0.8%	5.4
COc1ccccc1CN(Cc1cc2c(C)ccc(C)c2[nH]c1=O)Cc1nnnn1Cc1ccco1	-5.1%	-15.6
CC(C)CCNC(=O)CNC(=O)c1cccs1	1.6%	.
COc1ccc(C(=O)C[n+]2ccc(-c3nnc4n3CCC4)cc2)cc1	-1.8%	.
Cc1cccc(NC(=O)c2ccc(CN3CCc4ccccc4C3)cc2)c1C	-3.9%	.
O=C1CCC(Cc2ccccc2)N1 (stereo unspecified)	3.2%	10.4
CC(=O)c1ccc(NS(=O)(=O)c2ccc(C)cc2)cc1	1.6%	97.9
CC(C)c1ccc(/C=C2\CC/C(=C\C=N\N(C)C)C2=O)cc1	.	6.0
Cc1ccc2c(c1)N(CCCC(=O)NCC1COc3ccccc3O1)C(=O)CO2 (stereo unspecified)	2.8%	10.1
Cc1[nH]n(-c2ccccc2)c(=O)c1C=Nc1ccc2[nH]c(=O)[nH]c2c1	-5.3%	42.6
CC(=O)c1cccc(NC(=O)C2CCCN(S(=O)(=O)c3ccc(F)cc3)C2)c1 (stereo unspecified)	-0.3%	11.5
CC(=O)c1cccc(NC(=O)Oc2ccccc2)c1	0.5%	30.0
Cn1c(=O)cc(SCC(=O)N2CCN(Cc3ccc4c(c3)OCO4)CC2)c2ccccc21	0.5%	.
CCOc1cccc(C(=O)N2CCCCC2c2cccnc2)c1 (stereo unspecified)	-3.6%	12.8
COc1ccc(C(C)C)cc1S(=O)(=O)N1CCN(C)CC1	-1.9%	3.3
CCOc1ccc(NC(=O)COc2ccc(OC)cc2)cc1	-2.0%	23.2
O=C(CCCSc1nc2ccccc2[nH]1)Nc1nnc(-c2ccccc2)o1	3.7%	.
N#Cc1c(NC(=O)CN2CCOCC2)oc(-c2ccccc2)c1-c1ccccc1	-1.9%	-8.9
COc1ccc(-c2cc(C(=O)N3CCc4ccccc4C3)no2)cc1OC	1.7%	7.5
CCc1ccc(C2N(c3ccc(OC)cc3)C(=O)C3CCCN32)cc1 (stereo unspecified)	0.5%	-5.3
CCC(C)(C(=O)NC1CCCC1)N(Cc1ccco1)C(=O)c1ccc2c(c1)OCO2 (stereo unspecified)	4.5%	4.9
COc1ccccc1CNC(=O)C(C)NS(=O)(=O)c1ccc(Br)cc1 (stereo unspecified)	-1.9%	.
O=C(Cn1cc2c(n1)CCCC2)N1CCCc2ccccc21	1.9%	2.4
Cc1cc(C)n(C(=O)CSc2nnc(SCC(=O)n3nc(C)cc3C)s2)n1	-1.9%	65.4
O=C1NC(c2ccc(Br)cc2)Nc2sc3c(c21)CCC3 (stereo unspecified)	2.0%	.
COC(=O)c1ccc(/C=N/Nc2nc(N3CCCCC3)nc(N3CCCCC3)n2)cc1	-4.7%	9.5
COc1ccccc1OCc1ccc(C(=O)Nc2ccc(Cl)cn2)o1	-3.3%	3.3
CN(C)S(=O)(=O)c1ccc(C(=O)N2CCN(S(=O)(=O)c3cccs3)CC2)cc1	-1.3%	.
CC(=O)Nc1ccc2nc(NC(=O)c3cccs3)sc2c1	3.7%	4.2
O=c1c(-c2ccc(F)cc2)coc2cc(O)ccc12	-2.8%	12.1
Cc1c(Cl)cn2c(=O)cc(CN3CCN(c4ccccc4)CC3)nc2c1Cl	-0.4%	-9.9
CCSc1nnc(NC(=O)CC(C)C)s1	2.5%	4.9
Cc1ncsc1CCC(=O)N1CCCC(C(=O)c2cccc(Cl)c2)C1 (stereo unspecified)	8.9%	-8.9
NC(=O)CC(NC(=O)Cc1ccc(Br)cc1)c1ccc(N2CCC(Cc3ccccc3)CC2)c([N+](=O)[O-])c1 (stereo unspecified)	-1.0%	.
COC(=O)C1C(=O)NCC1c1ccc(C)cc1 (stereo unspecified)	1.4%	107.5
Cc1cc2c(=O)oc(-c3ccccc3Br)nc2s1	3.7%	6.2
Clc1ccccc1C(c1nnnn1Cc1ccco1)N1CCN(Cc2ccco2)CC1 (stereo unspecified)	5.1%	.
CCn1c(SCC(=O)c2ccc(O)c(O)c2)nnc1-c1ccc(C)cc1	4.6%	.
O=C1CC(c2nc3ccccc3[nH]2)CN1Cc1ccccc1 (stereo unspecified)	6.2%	51.4
CCOC(=O)C1CCN(C(=O)CN(c2ccc3c(c2)OCCO3)S(C)(=O)=O)CC1	2.9%	.
Cc1ccc(S(=O)(=O)NC(=NC(C)C(=O)O)c2ccccc2)cc1 (stereo unspecified)	8.3%	5.1
CCOc1ccc(CC(=O)Nc2c(C(=O)Nc3ccccc3)oc3ccccc23)cc1OCC	-5.5%	-1.4
CC1(C)Cc2[nH]c(=S)c(C#N)cc2CO1	-3.8%	.
Cc1ccc2c(c1C)NC(C)CC2C (stereo unspecified)	-3.2%	2.8
COc1cc2c(cc1Cl)C(=O)C(F)(c1ccccc1)C(=O)N2 (stereo unspecified)	3.0%	-4.2
